Assay outcomes deposited in PubChem by National Center for Advancing Translational Sciences (NCATS).
Sm TGR block = inhibitors of Schistosoma mansoni thioredoxin glutathione reductase; 360,000 compounds, 3% hits; Potency, µM (top dose mostly 114 µM), for the others: at the highest dose activity change, negative = inhibition, usual class: inhibitors; purified TGR, DTNB reduction, TNB absorbance 405 nm; Q962Y6; note: nearly all actives have a fitted effect of over 60% in size
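TGR 20 nM + NADPH 100 uM (dispensed conc.), cpd preinc 15 min RT; start with NADPH (500 uM addition) then DTNB (15 mM addition). Kinetic TNB absorbance, 405 nm filter. Four-parameter Hill fit across titration.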
Tb PYK inh = blocks Trypanosoma brucei pyruvate kinase | Potency, µM (highest dose often 76.8 µM), without a hit: at the highest dose activity, negative = inhibition, actives largely listed as inhibitors | 410,000 compounds, 0.12% hits | Q57TT1 | TbPYK enzyme, Kinase-Glo Plus ATP luminescence, 45 min; note: nearly all actives have a fitted effect of over 50% in size
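Luminescent Kinase-Glo Plus end-point after 45 min room-temperature reaction of T. brucei pyruvate kinase started with 130 uM ADP (final). Buffer TEA 50 mM pH 7.2 with KCl, MgCl2, BSA, Tween-20; titration-based qHTS with fitted concentration-effect curves.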
An asterisk follows results filed as active; ? = inconclusive; [ ] = remark or other dose. Calls come from the whole dose curve; as a rule, active = well fitted curve in the direction sought with a large enough effect; inconclusive = small, poorly fitted or top-dose-only effect, or another doubt; inactive = no such curve, though single readings can be large; an effect the other way counts as inactive or inconclusive. % is set by controls: 0 for no effect and ±100 for the full control effect; potency is the fitted concentration of half-maximal effect. Not all compounds are listed, so the mix of outcomes need not match the whole.

SMILES | Sm TGR block | Tb PYK inh
Cc1cc(=O)n(C(C)C(=O)N2CCCc3ccccc32)c2c1c(C)nn2-c1ccccc1 (stereo unspecified) | -3% | 3%
CCc1ccc(NC(=O)CSc2nc3c(sc4ccccc43)c(=O)n2CCN(CC)CC)cc1 | 7% | -4%
Cc1cccc(CSc2nc3cccnc3n2Cc2ccc(C(=O)NCc3cccs3)cc2)c1 | -3% | -3%
CCOc1ccc(NC(=O)c2cc3c(=O)n(Cc4cccs4)ccc3nc2C)cc1 | 8% | 0%
CCCCOc1ccc(C(=O)NCCS(=O)(=O)N2CCN(c3ccc(F)cc3)CC2)cc1 | 2% | 1%
CCOc1ccccc1CNC(=O)c1ccc2nc(CCc3ccccc3)oc2c1 | 6% | -11%
CCCN(C(=O)c1cn(C)c(=O)c2cc(OC)c(OC)cc12)c1ccc(CC)cc1 | 2% | 0%
CCc1ccc(S(=O)(=O)c2cn(Cc3ccccc3)c3cc(F)c(F)cc3c2=O)cc1 | -2% | 3%
O=C(CSc1nc2c(oc3ccccc32)c(=O)[nH]1)Nc1cccc(Cl)c1 | -3% | 3%
Cc1cccc(NC(=O)Cn2nnc(C(=O)NCc3cccs3)c2N)c1 | -4% | -1%
CC(C)(C)OC(=O)N1CCC(c2c(C(=O)NCc3ccccn3)cnn2-c2ccccc2Cl)CC1 | 6% | -16%[15.4 µM]
COC(=O)c1nc2n(n1)C(c1cc(OC)ccc1OC)C(C(=O)Nc1ccc(C)cc1C)=C(C)N2 (stereo unspecified) | ? | 2%
CCOc1ccc(NC(=O)c2cccc3c(=O)c4c([nH]c23)CCCC4)cc1 | -1% | 0%
CCOC(=O)c1c(C)[nH]c(C)c1S(=O)(=O)N1CCCC(C(=O)N2CCN(c3cccc(C)c3C)CC2)C1 (stereo unspecified) | 3% | -2%
CCC1=C(c2ccc(C)cc2)S(=O)(=O)N=C1N1CCC(C(=O)NCCc2cccc(OC)c2)CC1 | 5% | 2%
O=C(Cc1ccccc1)N(Cc1cccnc1)c1nc2ccc(F)cc2s1 | 15% | -3%
COc1ccc(CCNC(=O)CN2C(=O)COc3ccc(C)cc32)cc1OC | 0% | 1%
COc1ccc(NC(=O)CN2CCCN(Cc3ccc(Cl)cc3)S2(=O)=O)cc1Cl | 2% | 0%
CCOC(=O)c1ccc2c(c1)N(Cc1cccc([N+](=O)[O-])c1)C(=O)c1ccccc1S2 | 4% | 3%
O=C(c1ccc(CSc2nc3ccncc3n2Cc2ccccc2F)cc1)N1CCCCCC1 | -3% | -2%
Cc1ccc(C)c(OCc2nc3ccccc3n2C)c1 | -4% | -6%
COc1ccccc1OCCCn1c(C2CC(=O)N(c3ccccc3Cl)C2)nc2ccccc21 (stereo unspecified) | 7% | 1%
Cc1cc(C)c(Cn2c(=O)n(CCC(=O)NCc3ccc4c(c3)OCO4)c(=O)c3ccccc32)c(C)c1 | 6% | 3%
CC(C)Cc1nn2c(=O)cc(COC(=O)c3cccc(NC(=O)c4ccccc4)c3)nc2s1 | 1% | -6%
Cc1oc(-c2ccccc2Cl)nc1CS(=O)(=O)CC(=O)NC(C)CCc1ccccc1 (stereo unspecified) | -25% | 2%
Cc1ccc(-c2nnc(Nc3ccc(Br)cc3)c3ccccc23)cc1S(=O)(=O)N1CCCCC1 | 3% | -8%
COc1ccc2c(c1)c(=O)c(S(=O)(=O)c1ccc(F)cc1)cn2Cc1ccccc1Cl | 0% | 6%
CC1CCC(NC(=O)c2ccc(CSc3nc4ccncc4n3Cc3ccc(F)cc3)cc2)CC1 (stereo unspecified) | 3% | 10%
Oc1c(C(c2ccccc2F)N2CCCC2)sc2nc(-c3ccco3)nn12 (stereo unspecified) | 6% | -5%
CCOc1ccc(NC(=O)CSc2c3c(nc4ccccc24)CCCC3)cc1 | 5% | -9%
CC1CCC(N2CC(=O)N(CCC3=CCCCC3)C(c3ccc(F)cc3)C2=O)CC1 (stereo unspecified) | 5% | 5%
Cc1cccc(NC(=O)C(=O)NCC(c2ccc3c(c2)OCO3)N2CCN(c3ccccc3)CC2)c1 (stereo unspecified) | 17% | 3%
COc1ccc(CC(=O)Nc2ccc(-c3nc4ccccc4s3)cc2Cl)cc1OC | 5% | -8%
Cn1ccc2cc(S(=O)(=O)N3CCCC(C(=O)NCc4ccccc4)C3)ccc21 (stereo unspecified) | -2% | 3%
O=C(Cn1c(=O)n(-c2ccc(Cl)cc2)c(=O)c2c3c(sc21)CCC3)c1ccc(F)cc1 | 7% | -2%
Cc1ccc(Cn2c(CNS(=O)(=O)c3ccc(F)c(Cl)c3)nc3cccnc32)cc1 | 7% | -4%
COc1cc(NC(=O)N2CCC(CN3CCCC3)CC2)cc(OC)c1OC | -15% | -2%
Cc1cccn2c(=O)cc(CSc3nnc(NC(=O)C(C)C)s3)nc12 | 0% | 1%
COC(=O)c1c(NC(=O)COc2ccc(Cl)cc2)sc(C)c1C | 2% | -9%
CCOC(=O)c1cc(-c2ccccc2)n(CCCC(=O)Nc2ccccc2C)c1C | 6% | 0%[15.4 µM]

2 of these compounds in another layout.
| mol | Sm TGR block | Tb PYK inh |
| --- | --- | --- |
| Cn1ccc2cc(S(=O)(=O)N3CCCC(C(=O)NCc4ccccc4)C3)ccc21 (stereo unspecified) | -2% | 3% |
| O=C(Cn1c(=O)n(-c2ccc(Cl)cc2)c(=O)c2c3c(sc21)CCC3)c1ccc(F)cc1 | 7% | -2% |

New compounds follow.
SMILES | Sm TGR block | Tb PYK inh
CCN(CCCNC(=O)c1c(C)oc2ncn(CC(C)C)c(=O)c12)Cc1ccccc1 | -1% | 1%
COc1cccc(C2CC(=O)N(c3ccc(F)cc3)C3=C2C(=O)OC3)c1OC (stereo unspecified) | -13% | -4%
CCc1ccccc1NC(=O)c1nc(-c2ccncc2)no1 | -2% | 0%
COc1ccc(NC(=O)CN2C(=O)C(c3ccc(C(C)(C)C)cc3)=NC2(C)C)cc1Cl | 9% | 5%
CCc1nc2c(cnn2-c2ccc(C)cc2)c(=O)n1Cc1ccccc1 | -1% | -7%
COc1ccc(N2C(=O)CSC23C(=O)N(C)c2ccccc23)cc1Cl (stereo unspecified) | -2% | 6%
O=c1c2ccccc2n(Cc2ccccc2F)c(=O)n1-c1cccc(F)c1 | 19% | 8%
Oc1c(C(c2ccccc2)N2CCN(Cc3ccccc3)CC2)sc2nc(-c3ccco3)nn12 (stereo unspecified) | 2% | 1%
CC(C)(C)C(=O)Nc1ccccc1C(=O)OCc1cc(=O)n2ccsc2n1 | 3% | 3%
Cc1cccc(C)c1NC(=O)CSc1ncc2c(n1)-c1ccc(Cl)cc1N(Cc1ccccc1)S2(=O)=O | 5% | 7%
CCOC(=O)c1c(C)[nH]c(CCC(=O)NCCCN2CCN(c3cc(C)ccc3C)CC2)c1C | -7% | -4%
COc1ccc(Cn2ccc3nc(C)c(C(=O)NCc4ccc(SC)cc4)cc3c2=O)cc1 | 4% | 0%
CCCCN(C)C(=O)Cn1ncc2c([nH]c3ccc(C)cc32)c1=O | 2% | -5%
Cc1ccc(CNC(=O)CN(C)S(=O)(=O)c2ccc(Br)s2)cc1 | 0% | 1%
COc1ccccc1C(=O)N1CCC(c2c[nH]c3ccccc23)(c2c[nH]c3ccccc23)CC1 | 6% | 4%
COC(=O)c1scc(-c2ccc(C)cc2)c1S(=O)(=O)Nc1cc(C)c(Cl)cc1OC | 1% | 5%
COc1ccc(-c2ccc(NS(=O)(=O)c3ccc(F)c(C(F)(F)F)c3)cc2)nn1 | -11% | -3%
COc1ccc(-c2cc3nc(-c4ccc(C)cc4)cc(C(F)(F)F)n3n2)cc1 | -23% | 1%
CCOc1ccc(CCNC(=O)c2ccc(-n3c(C)cc4c3CCCC4)cc2)cc1OCC | -24% | 0%
O=C(Cn1cnc2nc3c(cc2c1=O)CCCC3)N1CCN(c2cccc(C(F)(F)F)c2)CC1 | 1% | 1%
Cc1ccccc1C(=O)NCc1nc2cccnc2n1Cc1ccccc1 | 4% | 3%
CCN(C(=O)CSc1nc2ccccc2n1CC(=O)N1CCCC(C)C1)c1ccccc1 (stereo unspecified) | -3% | -1%
COc1ccc(-c2nc3sc(CCNS(=O)(=O)c4ccc(F)c(C)c4)c(C)n3n2)cc1 | 7% | -1%
O=C(Cc1cccs1)Nc1c(C(=O)Nc2ccc(F)cc2)oc2ccccc12 | 11% | 6%
CCOc1ccccc1Nc1ccc2cc(S(=O)(=O)N3CCCCC3)ccc2n1 | 29% | 3%
CC(C)COc1ccc(C(=O)Nc2cc(-c3ccccc3)no2)cc1 | 7% | 8%
Cc1ccc(Cl)cc1Nc1nn2c(=O)c3ccc(C(=O)Nc4ccc(F)cc4)cc3nc2s1 | -4% | -4%
Cc1ccc(C)c(N2CCN(C(=O)CN3C(=O)CSc4c3c(C)nn4-c3ccccc3)CC2)c1 | -12% | -3%
Cc1ccc(C(=O)Nc2nc3n(n2)C(c2ccccc2)C=C(c2ccccc2)N3)cc1 (stereo unspecified) | -2% | -1%
COc1ccc(OC)c(CCNC(=O)C(C)n2c(C)c3cnn(-c4ccccc4)c(=O)c3c2C)c1 (stereo unspecified) | 3% | 2%
CCCCn1c(=O)nc2n(-c3ccc(F)cc3)c3ccccc3cc-2c1=O | -4% | 4%
COc1ccc(NC(=O)C2CCC(CNS(=O)(=O)c3cccc4nsnc34)CC2)cc1OC (stereo unspecified) | 2% | 2%
COc1ccccc1NC(=O)CN1CCN(CC(=O)Nc2ccc(F)c(F)c2)CC1 | -3% | 2%
Cc1ccc(C)c(NC(=O)N2CCN3CCCCC3C2)c1 (stereo unspecified) | -1% | 5%
CC(=O)c1ccc(NC(=O)CSc2c(C(C)C)cnc3c2c(=O)n(C)c(=O)n3C)cc1 | -4% | -15%
COc1ccc(OC)c(-c2noc(N3CCN(c4cccc(C(F)(F)F)c4)CC3)n2)c1 | 6% | 2%
O=c1c2oc3ccccc3c2ncn1Cc1ccc(Br)cc1 | -9% | 0%
Cc1cccc(Cc2c(C)nc3nc(SCC(=O)NCc4ccccc4)nn3c2C)c1 | 2% | 5%
Cc1ccc(-c2ccc(CCC(=O)O)n2-c2ccc(C(N)=O)cc2)cc1 | 13µM* | -22%
CCc1nnc(SCc2ccc(F)cc2Cl)c2cc3sc(C)cc3n12 | 6% | -2%
Cc1cccc(C)c1-n1ncc(C(=O)NC2CCCC2)c1C1CCN(C(=O)OC(C)(C)C)CC1 | -2% | 0%
CCOC(=O)c1c(NC(=O)/C=C/c2ccccc2)sc2c1CCCC2 | 0% | -9%
COc1cccc(-c2nn3c(=O)cc(CN4CCN(C(=O)/C=C/c5ccccc5)CC4)nc3s2)c1 | 1% | 1%
COc1ccc(NC(=O)C2CCN(S(=O)(=O)c3ccc4c(c3)CCCC(=O)N4)CC2)cc1OC | 13% | 13%
CC1CCN(c2nn3c(=O)c(C(=O)NCc4ccc(Cl)cc4)cnc3s2)CC1 | 0% | 3%
Cc1ccc(NC(=O)CSc2nc(-c3ccco3)cc(C(F)(F)F)n2)c(C)c1 | 10% | -20%
Cc1ccc2oc(-c3ccc(NC(=O)CCC(=O)O)cc3)nc2c1 | 3% | -15%
CCc1nc2ccc(C(=O)NCc3cccc(Br)c3)cc2nc1CC | -4% | 2%
Cc1cc(N2CCCCC2)nc2ccc(NC(=O)/C=C/c3ccccc3OC(C)C)cc12 | 7% | -7%
CC(=O)c1c(C)oc2ccc(N(C(=O)Oc3ccccc3)S(=O)(=O)c3ccc(Br)cc3)cc12 | -1% | -1%
O=C(Nc1cc(Cl)cc(Cl)c1)c1cc(S(=O)(=O)N2CCC3(CC2)OCCO3)ccc1F | 4% | 3%
Cn1cc(S(=O)(=O)N2CCCCCC2)cc1C(=O)Nc1ccccc1F | -2% | -2%
CN(C)CCNC(=O)C(=O)NCC(c1ccc2c(c1)OCO2)N1CCOCC1 (stereo unspecified) | 38%[activator] | -4%
CCOc1ccc(C2CC(=O)Nc3nc(SCc4ccccc4C)[nH]c(=O)c32)cc1OC (stereo unspecified) | 0% | -8%
Cc1ccc(C(=O)Nc2ccc(OCc3cc(=O)n4c(C)csc4n3)cc2)cc1 | 0% | 3%

Among those listed so far, eleven contain a thiophene ring, fused or not:
SMILES | Sm TGR block | Tb PYK inh
CCc1ccc(NC(=O)CSc2nc3c(sc4ccccc43)c(=O)n2CCN(CC)CC)cc1 | 7% | -4%
Cc1cccc(CSc2nc3cccnc3n2Cc2ccc(C(=O)NCc3cccs3)cc2)c1 | -3% | -3%
CCOc1ccc(NC(=O)c2cc3c(=O)n(Cc4cccs4)ccc3nc2C)cc1 | 8% | 0%
Cc1cccc(NC(=O)Cn2nnc(C(=O)NCc3cccs3)c2N)c1 | -4% | -1%
O=C(Cn1c(=O)n(-c2ccc(Cl)cc2)c(=O)c2c3c(sc21)CCC3)c1ccc(F)cc1 | 7% | -2%
COC(=O)c1c(NC(=O)COc2ccc(Cl)cc2)sc(C)c1C | 2% | -9%
Cc1ccc(CNC(=O)CN(C)S(=O)(=O)c2ccc(Br)s2)cc1 | 0% | 1%
COC(=O)c1scc(-c2ccc(C)cc2)c1S(=O)(=O)Nc1cc(C)c(Cl)cc1OC | 1% | 5%
O=C(Cc1cccs1)Nc1c(C(=O)Nc2ccc(F)cc2)oc2ccccc12 | 11% | 6%
CCc1nnc(SCc2ccc(F)cc2Cl)c2cc3sc(C)cc3n12 | 6% | -2%
CCOC(=O)c1c(NC(=O)/C=C/c2ccccc2)sc2c1CCCC2 | 0% | -9%
